14-3-3 PPI: alters human 14-3-3 gamma binding to Raf peptide; FP, 14-3-3gamma / TMR-pS259-Raf peptide binding; 160,000 tested, 0.19% active; P61981; inhibition, % at 40 µM; AID 422; in the data active = inhibition above about 30%;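 note: 0% = protein plus tracer without compound and 100% = blank with tracer alone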
Target sequence (P61981 whole entry, looked up): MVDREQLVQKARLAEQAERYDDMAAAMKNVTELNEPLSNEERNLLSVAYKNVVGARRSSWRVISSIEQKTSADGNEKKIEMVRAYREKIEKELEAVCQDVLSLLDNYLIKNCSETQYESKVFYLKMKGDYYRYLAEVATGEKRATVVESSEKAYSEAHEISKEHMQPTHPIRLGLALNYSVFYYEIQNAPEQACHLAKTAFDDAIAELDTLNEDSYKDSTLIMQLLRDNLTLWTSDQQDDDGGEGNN
The depositor's hits bear a star; & = joins results of further samples. These rows are one share of the data; count on the stated rates, not on these rows.

14-3-3 PPI | canonical_smiles
-22 | O=S(=O)(NC1CCCc2ccccc21)c1cnc[nH]1 (stereo unspecified)
-5 | Cc1cc(=O)oc2ccc(OC(=O)c3cccc(S(=O)(=O)N4CCOCC4)c3)cc12
-12 | COc1ccc(-n2c(=O)c3ccccc3n(Cc3cccc(F)c3)c2=O)cc1OC
-1 | Cc1ccc(C)c(NS(=O)(=O)c2ccc(NS(=O)(=O)c3ccc(F)cc3)cc2)c1
0 | COCCNC(=O)CC(NS(=O)(=O)c1ccc(C)cc1)c1ccco1 (stereo unspecified)
0 | CCC(C)(C)NC(=O)C(c1cccnc1)N(CCOC)C(=O)Cn1nnc2ccccc21 (stereo unspecified)
-12 | O=S(=O)(c1ccc2c(c1)OCCO2)N1CCC(n2cnc3cc(F)ccc32)CC1
-4 | COC(=O)CSc1nnc(-c2ccccc2)o1
-4 | O=C(O)C1=C(C(=O)Nc2ccc(F)c(Cl)c2)CCCC1
0 | CC1CC(N(C(=O)c2ccccc2Cl)c2ccccc2)c2ccccc2N1 (stereo unspecified)
-1 | COc1cc2[nH]c(=S)nc(Nc3cc(C)cc(C)c3)c2cc1OC
-2 | Cc1ccc(NC(=O)CNS(=O)(=O)c2cccs2)cc1
-19 | COc1ccc([N+](=O)[O-])cc1NC(=O)c1sc2ncn(CC(=O)N3CCCCC3)c(=O)c2c1C
-4 | c1ccc2c(c1)nc1n2CCS1
-3 | CN(C)C(=N)c1n[nH]nc1SCc1ccccc1
-14 | Cc1cc2nc(-c3ccc(NC(=O)c4ccc([N+](=O)[O-])o4)cc3)oc2cc1C
-10 | C=CCNC(=O)C1CC(=O)N(c2ccc(OCC(=O)Nc3ccc(OC)cc3)cc2)C1 (stereo unspecified)
-5 | O=C(c1ccc(Cl)cc1)C1CCN(C(=O)N2CCOCC2)CC1
-243 | CC(=Cc1sc2ccccc2[n+]1CCO)C=C1Sc2ccccc2N1CCO
3 | Cc1cc(NC(=O)CCN2CCN(C)CC2)no1

By substructure: the entries above with a furan ring, fused or not.
14-3-3 PPI | canonical_smiles
0 | COCCNC(=O)CC(NS(=O)(=O)c1ccc(C)cc1)c1ccco1 (stereo unspecified)
-14 | Cc1cc2nc(-c3ccc(NC(=O)c4ccc([N+](=O)[O-])o4)cc3)oc2cc1C

Later entries
14-3-3 PPI | canonical_smiles
4 | Cc1ccc(-c2nc3ccccc3[nH]2)cc1NC(=O)c1ccccc1[N+](=O)[O-]
-3 | C=CCn1c2ccccc2c2nnc(SCc3ccc4nonc4c3)nc21
-2 | O=[N+]([O-])c1cccc(C=Nc2ccc(OCC(F)(F)C(F)F)cc2)c1O
3 | CCOC(=O)Nc1ccc2ncn(C)c(=O)c2c1
-4 | Cc1cc(NC(=O)CCCC(=O)O)no1
-13 | Cc1cccc(Oc2ccc(NC(=O)c3ccccc3C(=O)O)cc2)c1C
-4 | Cc1cccn2cc(CNC(=O)c3ccco3)nc12
-4&6 | CCOC(=O)C1=C(C)N(CCO)C(=O)NC1c1ccccc1 (stereo unspecified)
-1 | O=C1CC(NCc2ccc3c(c2)OCO3)C(=O)N1Cc1ccc2c(c1)OCO2 (stereo unspecified)
-3 | CCOC(=O)c1ccc(N2C(=O)c3ccc(C(=O)OC(C)C(=O)c4ccccc4)cc3C2=O)cc1 (stereo unspecified)
6 | CCOc1ccccc1-c1nc(C(N)=O)c2[nH]c(=O)n(-c3ccc(F)cc3)c2n1
-18 | COC(=O)C1=C(C)NC(=O)NC1c1cn(-c2ccccc2)nc1-c1ccc(OC)c(Br)c1 (stereo unspecified)
9&-2 | O=S(=O)(NCc1ccccn1)c1ccc2c(c1)OCCO2
-1 | O=C(O)CCC(=O)Nc1ccc(Br)c2cccnc12
-5 | CCOC(=O)CSc1nc2c(sc(=S)n2CCc2ccccc2)c(=O)n1Cc1ccco1
0 | CCOC(=O)c1c(C)c(C(=O)NCc2ccc3c(c2)OCO3)c(C)n1C
11 | COc1ccc(-c2cc(C(F)F)n3ncc(C(=O)NCC4CCCO4)c3n2)cc1 (stereo unspecified)
-15 | N#Cc1c(-c2ccco2)cc(-c2ccc(F)cc2)nc1N
-2 | Cc1cccc(NC(=O)c2cc3c(CO)cnc(C)c3oc2=Nc2ccc3c(c2)OCO3)c1
-3 | O=C(NCCc1ccccc1)C1CCC(=O)N1Cc1ccc(F)cc1 (stereo unspecified)

The results go on:
14-3-3 PPI | canonical_smiles
-5 | COc1cccc(C(=O)Nc2cnc(NC(=O)c3ccco3)cc2C)c1
1 | Cc1ccc(C(=O)O)cc1S(=O)(=O)N1CCSCC1
2 | CC(=O)NCCn1c(=S)[nH]c2ncccc2c1=O
-27 | Cc1c(Cl)cccc1NC(=O)c1noc2c1CCC2
-16 | CS(=O)(=O)Nc1cccc2cccnc12
2 | O=C(NC1CCCCC1)c1cnn2c1NC(c1ccc(Br)cc1)CC2C(F)(F)F (stereo unspecified)
-3&-1 | FC(F)(F)c1cc(-c2cccs2)nc(N2CCOCC2)n1
-21 | O=C(Cc1cccs1)Nc1cccc(C(=O)Nc2ccco2)c1
-5 | CC(C)C[C@H]1C(=O)N2CCC[C@H]2[C@]2(O)O[C@](NC(=O)[C@@H]3C=C4c5cccc6[nH]c(Br)c(c56)CC4N(C)C3)(C(C)C)C(=O)N12 (stereo partly specified)
0 | COc1ccc(OC)c(C2N(c3ccccn3)C(=O)C3CCCN32)c1 (stereo unspecified)
-3 | S=c1[nH]nc(CCn2c3ccccc3c3ccccc32)n1-c1ccccc1
-1 | N#C/C(C(=O)Oc1ccccc1)=C1\C=CC=CN1
8 | COc1ccc(NC2=CC(=O)CC(C)(C)C2)cc1
-257 | c1cn2c3c(n1)CCCc3c1cc(C3CCCCC3)ccc12
-5 | COC(=O)c1c(C)nc2n(Cc3ccc(Cl)cc3)c3ccccc3n12
-7 | O=C(CSc1nc2c([nH]c3ccccc32)c(=O)n1-c1ccccc1)N1CCCCCC1
1 | CCOC(=O)c1sc(NC(=O)CSc2nnc3c4ccccc4n(CC)c3n2)nc1C
-8 | CCc1ccccc1NC(=O)c1cc2sccc2n1C
-10 | O=C(CCS(=O)(=O)c1ccc(Br)cc1)NC1CCCCC1
4 | CCOC(=O)c1ccc(NC(=O)CSc2nc3c(c(=O)n2-c2ccccc2)SCC3)cc1

Other structures
14-3-3 PPI | canonical_smiles
-2 | CCOC(=O)c1cnc(-n2cc(C)cn2)nc1Nc1ccccc1OCC
-2 | O=C1c2ccccc2C(=O)N1OCCOCCOCCON1C(=O)c2ccccc2C1=O
1 | O=C(O)CC(NC(=O)c1ccco1)c1ccc(F)cc1 (stereo unspecified)
-9 | CCCOC(=O)Nc1sc2c(c1C(=O)OCC)CCC2
-15 | CCOC(=O)C1=C(C)NC(=S)NC1c1ccsc1 (stereo unspecified)
-10 | CC(C)(C)c1cc(C(c2cccnc2)N2CCN(CCO)CC2)cc(C(C)(C)C)c1O (stereo unspecified)
-10 | COc1ccccc1C1NC(=S)NC(C)=C1C(=O)Nc1ccc(F)cc1 (stereo unspecified)
-2 | COc1cccc2cc(C(=O)NCc3ccc(C)cc3)c(=O)oc12
2 | O=C1C2ON(c3ccccc3)C(c3cccnc3)C2C(=O)N1c1ccccc1 (stereo unspecified)
-12 | CC1CCc2nc(N)c(C#N)c(-c3cccn3C)c2C1 (stereo unspecified)
-5 | CN(CC(=O)N1CCN(c2ccccc2Cl)CC1)S(=O)(=O)c1cccs1
-4 | CCCCOC(=O)c1cccc(N2C(=O)c3ccc(C(=O)OC)cc3C2=O)c1
6 | COc1cccc(Cn2c(Oc3cc(C)cc(C)c3)nc3c2c(=O)n(C)c(=O)n3C)c1
0 | Cc1nc(NC(=O)c2ccccc2)sc1-c1csc(Nc2ccc(N)cc2)n1
-6 | O=C(CSc1nc2ncc(Br)cc2[nH]1)Nc1ccc2c(c1)OCO2
-39 | Nc1ccc2nc(Nc3nc4ccc(N)cc4s3)sc2c1
8 | CCOC(=O)CC(=O)Nc1nc2ccccc2s1
-3 | CC(C)C(=O)NCCSc1c[nH]c2ccccc12
-10 | Cc1ccc2occ(C3NC(C(=O)O)CS3)c(=O)c2c1 (stereo unspecified)
-58 | Cc1cc(NC(=O)C2CCCN(S(=O)(=O)c3cccc4nonc34)C2)ccc1Br (stereo unspecified)

Looked up above.
`COc1ccccc1C1NC(=S)NC(C)=C1C(=O)Nc1ccc(F)cc1` (stereo unspecified) in 14-3-3 PPI: -10
`CC1CCc2nc(N)c(C#N)c(-c3cccn3C)c2C1` (stereo unspecified) in 14-3-3 PPI: -12
`CCOC(=O)c1cnc(-n2cc(C)cn2)nc1Nc1ccccc1OCC` in 14-3-3 PPI: -2
`CCOC(=O)C1=C(C)NC(=S)NC1c1ccsc1` (stereo unspecified) in 14-3-3 PPI: -15
`CCCCOC(=O)c1cccc(N2C(=O)c3ccc(C(=O)OC)cc3C2=O)c1` in 14-3-3 PPI: -4
`O=C(CSc1nc2ncc(Br)cc2[nH]1)Nc1ccc2c(c1)OCO2` in 14-3-3 PPI: -6
`COc1cccc(Cn2c(Oc3cc(C)cc(C)c3)nc3c2c(=O)n(C)c(=O)n3C)c1` in 14-3-3 PPI: 6

The list goes on:
14-3-3 PPI | canonical_smiles
-2 | CCN(CC)c1ccc(NC(=O)CCCCCN2C(=O)c3ccccc3C2=O)cc1
-5&6 | Cn1c(SCC(=O)N2CCCc3ccccc32)nnc1-c1c[nH]c2ccccc12
-13 | CCOC(=O)c1c(NC(=O)c2cccc(N3C(=O)CCC3=O)c2)sc2c1CCC2
-11 | CCSCC1COC(c2cccn2Cc2ccc(C)cc2)=N1 (stereo unspecified)
-13 | Cc1ccc(NC(=O)c2c(-c3ccccc3Cl)noc2C)cc1C
2 | CCn1c(NCc2nc3ccccc3n2C)nc2ccccc21
-4 | CCOC(=O)Cc1csc(NC(=O)c2ccc(F)cc2)n1
-6 | O=C1CCC(C(=O)Nc2cccc3ccccc23)N1 (stereo unspecified)
1 | O=C1CSc2ccc(C(=O)NCC3COc4ccccc4O3)cc2N1 (stereo unspecified)
3 | CCCOCCOC(=O)c1[nH]c2c(c1C)C(=O)CC(c1ccccc1)C2 (stereo unspecified)
-5 | COC(=O)c1[nH]c2cc(OC)ccc2c1NC(=O)CN1CCN(c2cccc(C)c2)C(C)C1 (stereo unspecified)
0 | CCC(C)OC(=O)C1=C(C)NC(=O)CC1c1ccccc1OC (stereo unspecified)
-7 | CN(C)c1ccc(Nc2ncnc3c2c(-c2ccccc2)cn3-c2ccccc2)cc1
-3 | Cc1ccc(S(=O)(=O)NCCN=Cc2ccc3c(c2)OCO3)cc1
-6 | Cc1ccc(C)c(C(=O)CC2(O)C(=O)Nc3ccc(Cl)cc32)c1 (stereo unspecified)
0 | CC(C)C(NC(=O)c1ccco1)C(=O)NCC(c1ccco1)N1CCCCC1 (stereo unspecified)
-4 | O=C(CSc1nc2c([nH]c3ccccc32)c(=O)n1-c1ccc([N+](=O)[O-])cc1)Nc1ccccc1
-1 | Cc1cc(N2CCOCC2)nc2ccc(NC(=O)CCC(=O)N(C)c3ccc(Cl)cc3)cc12
-18 | Cc1ccc(-c2csc(NC(=O)c3c(-c4ccccc4Cl)noc3C)n2)c(C)c1
-1 | COc1ccccc1C(=O)Nc1ccc(C(=O)OC2CCCCC2)cc1

The closing 2 records of the section before are carried over, then new ones follow.
14-3-3 PPI | canonical_smiles
-18 | Cc1ccc(-c2csc(NC(=O)c3c(-c4ccccc4Cl)noc3C)n2)c(C)c1
-1 | COc1ccccc1C(=O)Nc1ccc(C(=O)OC2CCCCC2)cc1
3 | CC(C)C1N=C(c2ccc(Cl)cc2)CC(c2cc(Br)ccc2O)N1 (stereo unspecified)
-71 | CCc1ccc(-n2cnc3cc(C(=O)NC4CCCCC4C)ccc32)cc1 (stereo unspecified)
0 | COc1ccccc1N1C(=O)c2ccc(-c3ccccc3[N+](=O)[O-])cc2C1=O
-4 | COc1cccc(C2C3=C(CC(C)(C)CC3=O)Nc3ccccc3N2C(C)=O)c1OC (stereo unspecified)
4 | COc1ccc(-n2c(Cc3cc(=O)[nH]c(=O)[nH]3)nnc2SCC(=O)NC2CCCC2)cc1
-4 | Cc1cccc(N2C(=O)CSC2c2cccc([N+](=O)[O-])c2)c1 (stereo unspecified)
-23 | CCCCCCCNC(=O)c1ccc2c(c1)ncn2-c1cccc(C)c1
-6 | O=C(Nc1ccccc1C(=O)NCc1ccc(Cl)cc1)c1ccco1
-6 | Cn1c(=O)[nH]c(=O)c2c1nc(Br)n2CCCCSc1nc2ccccc2o1
3 | O=S(=O)(Cc1ccc(F)cc1)c1c[nH]c2ccccc12
2 | CNC(=O)c1ncnnc1N(C)C(=O)NCc1ccccc1
-4 | O/N=C(\COc1ccccc1O)c1ccccc1
-7 | S=c1[nH]nc(Cc2cccc3ccccc23)n1-c1ccccc1
-3 | Cn1c(=O)n(C)c2cc(S(=O)(=O)NCCc3ccccc3)ccc21
-3&0 | O=C(NCc1ccco1)c1cc2n(n1)C(C(F)(F)F)CC(c1ccc(F)cc1)N2 (stereo unspecified)
-6 | c1nc2ncn3c(c-2n1)SCCC3
-3 | COCCNC(=O)c1cc2c(=O)n3ccccc3nc2s1
0 | COc1cc(NC(=O)c2ccc(CSC3CCCCC3)cc2)cc(OC)c1OC
0 | O=C(NC1CCCC1)C1CCCN(S(=O)(=O)c2cccc3cccnc23)C1 (stereo unspecified)
-4&-5 | O=C(CSc1nc(-c2ccco2)cc(C(F)(F)F)n1)NC1CCCC1

(further entries)
14-3-3 PPI | canonical_smiles
6 | COc1ccc(-c2cc(C(F)(F)F)n3ncc(C(=O)Nc4ccccc4C)c3n2)cc1OC
-3 | Cc1ccc(Cn2c(=O)c3c(nc4n3CCN4Cc3ccco3)n(C)c2=O)cc1
5 | CC(C)(C)c1ccc(C(=O)Nc2nccs2)cc1
-3&-1 | CCCCCCOC(=O)C1=C(C)NC(=O)NC1c1ccc(O)cc1 (stereo unspecified)
3 | Cc1cc(N2CCN(C)CC2)nc2ccc(NC(=O)c3ccccc3[N+](=O)[O-])cc12
-1 | O=C(OCC(=O)N1CCCCC1)c1cc2ccccc2cc1O
3 | CC(C)CC(=O)N1CCN(Cc2cccnc2)CC1
4 | O=C1c2sc3nc4n(c(=O)c3c2CCC1Sc1ccccc1)CCCCC4 (stereo unspecified)
-1 | CCOc1cc(C2NC(=O)N(C)C(C)=C2C(=O)OCCc2ccccc2)ccc1O (stereo unspecified)
-54 | CCCn1nc(NC(=O)c2cccs2)c2cc3cc(OC)ccc3nc21

Gathered by group, those above containing a tert-butyl group
14-3-3 PPI | canonical_smiles
-10 | CC(C)(C)c1cc(C(c2cccnc2)N2CCN(CCO)CC2)cc(C(C)(C)C)c1O (stereo unspecified)
5 | CC(C)(C)c1ccc(C(=O)Nc2nccs2)cc1
